# NCI-60 one-dose screen, 48 h, at 10 µM unless noted. Numbers give growth in % (100 = growth as untreated, 0 = no growth, -100 = all killed).
# OVCAR-4: OVCAR-4 ovarian cancer cells | 80,000 tested, 3.7% active
# DU-145: DU-145 prostate cancer; AID 1794760; 81,000 tested, 4.2% active
# IGROV1: IGROV1 ovarian cancer | 79,000 tested, 4.7% active | AID 1794786
# OVCAR-3: OVCAR-3 ovarian cancer | 79,000 tested, 7% active | AID 1794787
# OVCAR-8: OVCAR-8 ovarian cancer. 81,000 tested, 4.4% active
# OVCAR-5: OVCAR-5 ovarian cancer. 82,000 tested, 2.9% active
# SK-OV-3: SK-OV-3 ovarian cancer cells | AID 1794785 | 80,000 tested, 3.2% active
# PC-3: PC-3 prostate cancer cells; AID 1794754; 80,000 tested, 3.9% active
# Numbers without * were called inactive; . = not tested or not shown; & = joins results of further samples; ! = a repeat was not active. Rule for the calls: active = growth percent below 10; inactive = the rest. An unsorted share of the library; any-hit rate near 10%.
SMILES,OVCAR-4,DU-145,IGROV1,OVCAR-3,OVCAR-8,OVCAR-5,SK-OV-3,PC-3
COc1ccc(-c2cnnn2-c2cc(OC)c3c(c2)OCO3)cc1,65,13,18,-38*,13,45,-1.6*,4.3*
Cc1cccc(-c2nc(Nc3ccc(C)c(S(N)(=O)=O)c3)c3ccccc3n2)c1,45,53,43,39,33,48,103,16
CCCCCCCCCCCC(=O)N(CCO)C(=O)C[n+]1ccccc1,96,102,101,96,100,106,103,89
Cc1c(CC(=S)N2CCOCC2)nnn1-c1ccc(F)cc1,103,106,99,106,102,105,103,99
COc1ccc2c(ccn2C(=O)N2c3ccccc3Sc3ccccc32)c1,66,28,39,.,32,61,43,35
CC(=O)C1=C(O)C(CSCc2ccccc2)N(C)C1=O (stereo unspecified),108,112,121,105,112,107,107,96
C=C(C)CN,104,117,94,108,112,98,107,85
Cc1cc(N)nc(=O)n1C1CC(O)C(CO)O1 (stereo unspecified),110,100,106,94,105,111,99,95
C[C@H](c1nc2ccc(F)cc2[nH]1)[C@H]1CC[C@H]2[C@@H]3CCC4=CC(=O)CC[C@]4(C)[C@H]3CC[C@]12C,67,89,80,99,87,89,94,77
Cc1ccc(SC2Cc3ccccc3C2)cc1,94,117,90,136,104,94,97,101
O=C(OCCN(CCOC(=O)c1ccc([N+](=O)[O-])cc1)c1c[nH]c(=O)[nH]c1=O)c1ccc([N+](=O)[O-])cc1,91,118,118,105,99,108,92,80
CC(O)c1ccccc1Br (stereo unspecified),100,107,86,105,110,112,104,92
CC[C@@]1(O)C(=O)OCc2c1cc1n(c2=O)Cc2cc3c(CN(C)C)c(O)ccc3nc2-1,14,-18*,15,-9.7*,3.6*,8.6*!,20&11,-1.7*
O=c1c(O)cccn1CCCNCCCN(CCCn1cccc(O)c1=O)CCCn1cccc(O)c1=O,101,112,.,103,114,95,97,.
COc1cc(-c2ccc(=O)oc2C#Cc2ccccc2)cc(OC)c1OC,96,93,71,90,79,78,79,79
Cc1ccc(-c2c(O)c(Br)c(-c3ccc(C)c(C)c3C)c(O)c2Br)c(C)c1,85,101,93,88,80,117,96,59
O=C(NNc1nc2cc(F)ccc2n2c(CO)ccc12)c1cnccn1,21,23,15,33,11,36,9.3*,24
COc1ccc(C2Nc3n[nH]c(-c4ccccc4)c3C(=O)CS2)cc1 (stereo unspecified),107,132,109,122,.,106,103,103
COc1cc(-c2ncc(-c3ccccc3)[nH]2)ccc1O,96,100,45,97,105,120,120,75
Oc1ccc(CSc2nnc(-c3ccc(Cl)cc3)o2)c2cccnc12,20,32,16,31,19,73,20,21
CCOC(=O)CCCCCCCCC(=O)OCC,111,108,105,106,106,112,106,101
Nc1ncnc2c1ncn2C1OC(CO)C(O)C1O (stereo unspecified),92&84&123,106&48&116,104&109,108&90&116,105&56&93,127&122,100&104,99&30&81
COc1cc2c(cc1OC)C(=O)/C(=C/c1cc(C)c(O)c(C)c1)S2,85,25,36,-5.9*,37,65,52,38
O=C(Nc1ccc2[nH]ncc2c1)c1ccccc1-n1cnnn1,113,106,91,100,103,106,91,85
CCCn1nc(C(=O)N2CCCCC2)c2c1CCC(NCCc1cccnc1)C2 (stereo unspecified),111,103,110,101,113,109,94,102

# Record cards (already shown). Order of values: OVCAR-4	DU-145	IGROV1	OVCAR-3	OVCAR-8	OVCAR-5	SK-OV-3	PC-3
# Cc1ccc(SC2Cc3ccccc3C2)cc1 is listed with 94	117	90	136	104	94	97	101
# COc1cc(-c2ncc(-c3ccccc3)[nH]2)ccc1O is listed with 96	100	45	97	105	120	120	75

# Further results follow.
SMILES,OVCAR-4,DU-145,IGROV1,OVCAR-3,OVCAR-8,OVCAR-5,SK-OV-3,PC-3
CCN1CCC(O)(C(C(=O)OC)c2ccccc2)CC1 (stereo unspecified),110,111,105,113,104,106,96,101
Cc1cc2c(-c3cn[nH]n3)c(O)c(O)cc2c(O)c1-c1c(C)cc2c(-c3cn[nH]n3)c(O)c(O)cc2c1O,107,105,93,101,101,109,106,96
Cc1nc2cc(Nc3nc(Nc4ccc(F)cc4)nc(N4CCCC4)n3)ccc2n1Cc1ccccc1,4.8*,-42*,-6.8*,-84*,-35*,-55*,-2.8*,.
Nc1ncc(Br)cn1,110,135,119,122,96,118,108,94
COc1cc([C@H](C)c2ccc3ccccc3c2)cc(OC)c1OC,41,18,36,-20*,23,62,31,31
CCCCNCc1ccccc1,116,101,105,105,102,92,107,97
CSc1cccc(C(=O)O)c1,116,119,119,120,113,100,109,91
COc1cc(C(NS(=O)(=O)c2ccc(C)cc2)c2nnc(-c3ccccc3)o2)cc(OC)c1OC (stereo unspecified),115,112,109,110,104,104,117,94
CC(=O)C(CO)C(=O)Nc1ccccc1 (stereo unspecified),98,112,105,110,109,102,94,102
COc1cc(-c2n[nH]nc2-c2cnccn2)cc(OC)c1OC,102,115,99,117,.,99,115,79
CC1(C)CC[C@]2(C(=O)N[C@@H](Cc3ccccc3)C(=O)O)CC[C@]3(C)C(=CC[C@@H]4[C@@]5(C)C/C(=C/c6ccco6)C(=O)C(C)(C)[C@@H]5CC[C@]43C)[C@@H]2C1,58,56,74,62,48,96,100,44
CCNCCCCCCNc1cc(OC)cc2cccnc12,19,129,77,83,116,101,106,84
CNC(=O)c1cc(Oc2ccc3c(c2)sc2nc(-c4ccc(Br)cc4)cn23)ccn1,33,83,85,76,68,99,92,69
O=C(O)/C=C/C(=O)Nc1cccc2c1Cc1ccccc1-2,104,110,99,97,98,101,100,83
COc1cc(N2C(=O)[C@H](Cl)C2c2ccc(SC)cc2)cc(OC)c1OC (stereo partly specified),48,7.7*,28,3.8*,8.6*,70,20,22
Nc1cccc(SC(CC(=O)c2ccc(-c3ccccc3)cc2)c2ccco2)c1 (stereo unspecified),102,120,99,107,97,109,91,93
COc1cccc(NC(=S)NC(Cc2ccccc2)c2ccccc2)c1 (stereo unspecified),81,105&103,95&92,85&102,82&96,98&98,94,76&69
COc1ccc(C2c3[nH]c4ccc(Cl)cc4c3CCN2C(=O)CO)cc1 (stereo unspecified),74,57,43,51,44,78,83,52
Nc1cccc([N+](=O)[O-])c1C(=O)O,125,104,103,116,99,106,103,90
NC(c1ccccc1)c1ccccc1,103,108,107,108,97,101,88,91
Cn1cc(-c2csc(-c3cn(CCN)c4ccc(Br)cc34)n2)c2cccnc21,54,59,39,72,77,77,92,66
COc1ccc(C(=O)c2cc3c(N)c(C(=O)Nc4cccc(Cl)c4C)sc3nc2C)cc1,39,9.6*,25,-5.8*,5.9*,41,26,22
COc1cc(C2CC(c3ccc(S(=O)(=O)NCCNc4nc(Nc5ccc(F)cc5)nc(N(C)C)n4)cc3)=Nc3c(N)nc(N)nc3N2)cc(OC)c1OC (stereo unspecified),86,103,82,94,93,98,110,86
Brc1ccc(/C=C(/C2=NCCN2)n2ccc3ccccc32)cc1,68,63,61,78,72,73,82,45
Cc1[nH]c2ncnc(Nc3ccc(NC(=O)Nc4cccc(C(F)(F)F)c4)c(F)c3)c2c1C,122,100,101,128,105,125,99,84
# (listing goes on)
SMILES,OVCAR-4,DU-145,IGROV1,OVCAR-3,OVCAR-8,OVCAR-5,SK-OV-3,PC-3
Cc1cc([N+](=O)[O-])ccc1NC(=O)CSC#N,.,105,117,108,105,99,110,100
COc1cc(/C=C(\C#N)C(=O)Nc2sc3c(c2C#N)CCCC3)ccc1OCc1ccccc1,117,110,101,123,114,115,103,108
CNC(=O)c1cc(Oc2ccc3nc(NC(=O)Nc4ccc(C(F)(F)F)cc4)sc3c2)ccn1,38,49,71,24,49,94,105,59
CN(C)CC/C=C1\c2ccccc2Sc2ccc(Cl)cc21,70,91,54,74,69,.,74,65
COc1cc(CCn2nnc3c(NCCCCO)ncnc32)cc(OC)c1,99,104,109,107,101,121,111,88
COC[C@H](C)n1c(C2CCOCC2)nc2cnc3cc(-c4c(C)noc4C)c(OC)cc3c21,55,77,66,50,50,80,7.0*,45
O=C(Nc1ccc(-n2cc(-c3ccncc3)c(-c3ccc(O)c(Cl)c3)n2)cc1)Nc1cccc(Cl)c1Cl,79,66,78,55,62,101,82,29
CCOC(=O)c1c(O)c2cc(-c3ccccc3)nc(C)c2c(=O)n1C,119,100,94,104,98,99,96,96
Cc1c(-c2nn(-c3ccccc3)cc2/C=N\O)nnn1-c1ccc(S(N)(=O)=O)cc1,97,102,94,103,97,105,111,95
CC(=O)Nc1c(Cl)cc2c(c1Cl)Cc1c-2cc(Br)c(N)c1Br,11,113,104,122,93,110,116,102
CCOC(=O)C1=NN(c2ccccc2)C(=O)C1N=Nc1ccc(S(=O)(=O)Nc2nnc(C)s2)cc1 (stereo unspecified),110,105,110,99,101,109,104,99
CC1=C(C(=O)O)CC(S(=O)(=O)O)C1(C)C (stereo unspecified),112,107,133,108,104,105,108,100
C/C(=N\Nc1ccc(S(N)(=O)=O)cc1)c1cc2ccccc2o1,.,112,111,114,104,106,.,99
O=[N+]([O-])c1ccc(C(S(=O)(=O)Cc2ccccc2)S(=O)(=O)Cc2ccccc2)cc1,80,97,88,96,87,100,98,75
COC12C=C/C(=C(/C(=O)OCc3nc4ccccc4s3)C(=O)CCCCCCCCC3(OC)C=C/C(=C(/C(=O)OCc4nc5ccccc5s4)C(=O)CCCCCCCC1)O3)O2,61,84,86,43,45,84,110,32
CC(=O)N1N=C(c2ccc(Nc3nc(Nc4ccc(F)cc4)nc(Nc4ccc(Cl)cc4)n3)cc2)CC1c1cccc([N+](=O)[O-])c1 (stereo unspecified),93,119,73,95,.,87,94,84
O=C(NC1c2ccccc2Oc2ccccc21)OC1CCCCC1,56,92,75,64,66,90,80,72
C[C@]1(CCC(=O)O)C(=O)CC[C@@H]2[C@@H]1CC[C@@]1(C)[C@H]2CC[C@]1(C)O,125,118,112,114,96,104,102,100
CCCCN1C(=O)/C(=c2\sc3n(c2=O)C2C(NN=3)N(CC)C(=O)N2CC)c2cc(Cl)ccc21 (stereo unspecified),90,95,65,72,96,93,106,71
CCC(CC)Cc1cccnc1,100,108,100,112,110,96,118,94
CSc1ccc2c(c1)N(C(=O)/C(C#N)=C/c1ccc3c(c1)OCO3)c1ccccc1S2,99,108,105,.,110,98,104,96
Cc1ccc(Nc2ncc3c(=O)[nH][nH]c(=O)c3n2)cc1,101,104,84,98,105,93,106,.
O=C1C(C2SC(=S)N(C3CCCCCCC3)C2=O)SC(=S)N1C1CCCCCCC1 (stereo unspecified),103,104,108,115,96,105,116,97
CCCC1(CC)NC(=O)NC1=O (stereo unspecified),.,111,101,107,117,113,124,94
Cc1ccc(Nc2ccc(Nc3ccc(C)cc3S(=O)(=O)O)c3c2C(=O)c2ccccc2C3=O)c(S(=O)(=O)O)c1,102,102,114,95,98,106,111,83

# A second format for 4 compounds above:
canonical_smiles: O=C(Nc1ccc(-n2cc(-c3ccncc3)c(-c3ccc(O)c(Cl)c3)n2)cc1)Nc1cccc(Cl)c1Cl
- OVCAR-4: 79
- DU-145: 66
- IGROV1: 78
- OVCAR-3: 55
- OVCAR-8: 62
- OVCAR-5: 101
- SK-OV-3: 82
- PC-3: 29
canonical_smiles: CCOC(=O)c1c(O)c2cc(-c3ccccc3)nc(C)c2c(=O)n1C
- OVCAR-4: 119
- DU-145: 100
- IGROV1: 94
- OVCAR-3: 104
- OVCAR-8: 98
- OVCAR-5: 99
- SK-OV-3: 96
- PC-3: 96
canonical_smiles: Cc1c(-c2nn(-c3ccccc3)cc2/C=N\O)nnn1-c1ccc(S(N)(=O)=O)cc1
- OVCAR-4: 97
- DU-145: 102
- IGROV1: 94
- OVCAR-3: 103
- OVCAR-8: 97
- OVCAR-5: 105
- SK-OV-3: 111
- PC-3: 95
canonical_smiles: CC(=O)Nc1c(Cl)cc2c(c1Cl)Cc1c-2cc(Br)c(N)c1Br
- OVCAR-4: 11
- DU-145: 113
- IGROV1: 104
- OVCAR-3: 122
- OVCAR-8: 93
- OVCAR-5: 110
- SK-OV-3: 116
- PC-3: 102

# Additional structures
SMILES,OVCAR-4,DU-145,IGROV1,OVCAR-3,OVCAR-8,OVCAR-5,SK-OV-3,PC-3
Cn1cc(-c2cc(N)n3nc(-c4cn(C)c5ccc(Cl)cc45)cc3n2)c2cc(Cl)ccc21,75,71,89,85,90,107,123,87
O=c1nc(SCc2ccc3sccc3c2)nc(SCc2ccc(C(F)(F)F)cc2)[nH]1,78,62,98,70,100,108,89,83
CN(C)c1cccc(S(=O)(=O)O)c1,106,119,105,117,112,97,114,100
Fc1ccc(CNc2c3ccccc3nc3ccccc23)c(F)c1,-8.2*,51,36,70,40,52,60,69
COc1ccc(NCc2cccn2Cc2cccc3ccccc23)cc1,92,101,87,112,100,94,109,87
Cc1nc(C(N)=O)c(C(N)=O)nc1C,97,113,102,113,100,100,98,96
Cc1ncc(NS(=O)(=O)c2ccc(N)cc2)nc1C,116,118,101,114,114,116,106,95
CCN(CC)CCOC(=O)C1c2ccccc2Oc2ccccc21,123,110,106,112,90,103,111,104
CCC(c1ccc(OC)cc1)C(CC)c1ccc(O)c(CN2CCCCC2)c1 (stereo unspecified),67,87,70,74,80,.,85,54
O=C1/C(=C/c2ccco2)CCC/C1=C\c1ccco1,92,102,123,111,107,103,112,95
CN1C(=O)C(=O)c2ccccc21,109,106,112,103,97,99,109,100
O=C(Nc1ccccc1F)Nc1cccc2ccc(O)cc12,77,106,.,94,97,91,87,.
COc1ccc(C2C3Cc4cc(OC)c(OC)cc4C3=NN2C(=O)Nc2c(C)cccc2C)cc1 (stereo unspecified),105,102,107,113,101,103,112,95
O=C(CN1C(=O)S/C(=C\C(Cl)=C\c2ccccc2)C1=O)NCCc1ccc(O)cc1,56,18,-13*,-14*,14,78,90,25
Cc1ccc(S(=O)(=O)NCCCNc2nccc(-c3[nH]c(-c4ccccc4)nc3-c3ccc(F)c(O)c3)n2)cc1,107,99,99,132,87,143,117,69
